From PubChem BioAssay
CASP6 VEID inh = human caspase-6 inhibitors, primary screen, biochemical, VEID-R110 fluorescence, single point, set 2; P55212; purified caspase-6, Z-VEID-R110 cleavage fluorescence; inhibition, % at 12.5 µM; 0.53% of 350,000 active;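 active means mean inhibition across replicates at least about 35%, with every replicate also reaching that limit, limit read from the data; inconclusive means only one of the two criteria met; inactive means neither criterion met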;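 further: 0% = median of neutral control wells and 100% = no fluorescence left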
Target sequence (P55212 24-179 limits assumed): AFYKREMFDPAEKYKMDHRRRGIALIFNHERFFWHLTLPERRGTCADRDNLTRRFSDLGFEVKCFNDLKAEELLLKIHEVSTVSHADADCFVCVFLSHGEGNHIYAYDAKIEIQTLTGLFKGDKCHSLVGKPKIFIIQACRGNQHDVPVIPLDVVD
Target sequence (P55212 194-293 limits assumed): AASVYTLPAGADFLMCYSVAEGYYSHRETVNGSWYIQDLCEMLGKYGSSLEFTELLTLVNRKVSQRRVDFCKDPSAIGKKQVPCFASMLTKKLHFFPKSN
EWS-Fli inh = EWS/Fli-driven NR0B1 reporter inhibitors, primary screen, A673 cells, NR0B1 luciferase, luminescence, MLPCN library; inhibition, % at 12.6 µM; viability-normalised; 0.67% of 350,000 active;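 active means mean inhibition of at least 50% after viability correction, with every replicate also passing that limit; inconclusive means mean reaches 50% but only one of two replicates passes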;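 further: firefly luciferase signal divided by Alamar Blue viability fluorescence both relative to DMSO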
DENV2 CPE rescue = inhibitors of DENV2 cytopathic effect, primary screen, cell-based, plate reader, single concentration | DENV2-infected cells, cytopathic effect rescue | CPE inhibition, % at 9.99 µM | AID 651640, 2012 | 1.7% of 350,000 active; in the data active means CPE inhibition above about 20%, passing the limit was not always enough; inconclusive means no clear call, values can overlap the other calls; tested in BHK-21 cells;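 further: 0% = median of neutral control wells and 100% = median of positive control wells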
ARNT TACC3 PPI = disruptors of ARNT/TACC3 protein interaction, primary screen, biochemical, AlphaScreen, single concentration. Transforming acidic coiled-coil-containing protein 3 (Homo sapiens), Q9Y6A5. AID 623870, 2012. AlphaScreen His-ARNT PAS-B/GST-TACC3 binding, luminescence; TACC3 fragment carries E629A point mutation. 0.66% of 390,000 active. inhibition, % at 9.99 µM;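 active means mean inhibition of replicates at least 50% and at least half of replicates each reaching 50%; inconclusive means half or more replicates reach 50% but mean below 50%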;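 further: 0% = complete ARNT plus TACC3 wells and 100% = ARNT alone without TACC3; many hits fall short of the cut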
SIRT5 block = SIRT5 desuccinylase inhibitors, primary screen, biochemical, fluorescence imaging, single point, set 5. 1.1% of 330,000 active. Purified SirT5, succinyl-peptide AMC, trypsin-coupled fluorescence. inhibition, % at 15 µM; in the data active means inhibition above about 15%; inconclusive means no clear call, values can overlap the other calls
Target sequence (Q9NXA8 whole entry, looked up): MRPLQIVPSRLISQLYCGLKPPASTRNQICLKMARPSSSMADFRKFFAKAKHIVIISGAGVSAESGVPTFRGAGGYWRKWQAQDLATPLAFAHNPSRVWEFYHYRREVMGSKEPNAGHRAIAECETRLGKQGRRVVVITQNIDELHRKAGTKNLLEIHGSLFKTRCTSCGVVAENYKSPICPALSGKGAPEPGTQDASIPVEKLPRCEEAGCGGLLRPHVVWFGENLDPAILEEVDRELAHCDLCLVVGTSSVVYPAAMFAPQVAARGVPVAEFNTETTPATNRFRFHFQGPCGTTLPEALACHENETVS
LGR2 antag = inhibitors of bursicon-induced LGR2 CRE-luciferase signal, primary screen, cell-based, HEK293, CRE-luciferase reporter, bursicon stimulation; Drosophila bursicon receptor LGR2 (rickets); bursicon-stimulated, 4 h; inhibition, % at 9.99 µM; 0.35% of 380,000 active; AID 720647, 2013;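 active means drop in luminescence signal, shown as inhibition above about 50% in the replicate tests, limit read from the data, passing the limit was not always enough; inconclusive means probably only some replicates passing the limit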;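 further: agonist challenge used bursicon conditioned medium at about half maximal strength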
PAX8 reporter = inhibitors of PAX8-driven TPO luciferase reporter, primary screen, RMG-I cells, single concentration; 1.2% of 360,000 active; inhibition, % at 12.6 µM; SteadyGlo, 24 h;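 active means mean replicate inhibition at least 60% with every replicate also reaching 60%; inconclusive means only one of the two criteria is met; inactive means mean below 60% and not all replicates reaching 60%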;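 further: luciferase light reporting Pax8 driven TPO promoter activity; plate controls were median of neutral control wells for no effect and mitoxantrone controls for full effect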
Numbers without * were called inactive; u = inconclusive; x = no result given; & = joins results of further samples.

SMILES	CASP6 VEID inh	EWS-Fli inh	DENV2 CPE rescue	ARNT TACC3 PPI	SIRT5 block	LGR2 antag	PAX8 reporter
COc1ccc(CN(C)C(=O)c2[nH]c(C)c(C(C)=O)c2C)c(OC)c1OC	-5	8	0	-4	6	-3	0
CC1C(=O)N2CCCc3cc(S(=O)(=O)NCCc4ccccc4)cc1c32 (stereo not given)	x	8	-3	5	72*	-10	8
C[C@@H]1CCCCO[C@H](CN(C)C(=O)Nc2ccc(F)cc2)[C@H](C)CN([C@H](C)CO)C(=O)c2cc(NC(=O)Nc3ccc(C(F)(F)F)cc3)ccc2O1	1	0	-1	-5	-2	-1	8
C[C@H]1CN([C@@H](C)CO)C(=O)c2cc(Br)cnc2O[C@H]1CN(C)C(=O)C1CC1	2&-3	8&6&10	7&-6	-2	-3&-11	1&0	-6&-10
CC(C)CC#Cc1ccc([C@H]2[C@@H](CO)N3C(=O)CN(C(=O)NC4CCCC4)C[C@@H]23)cc1	0	-2	4	x	3	6	x
C[C@H]1CN([C@@H](C)CO)C(=O)Cc2cc(NC(=O)NC3CCCCC3)ccc2O[C@@H]1CN(C)Cc1ccc2c(c1)OCO2	-4	x	4	-9	10	-3	-2
O=c1[nH]nc(SCc2nnc(-c3cccc(Cl)c3)o2)n1C1CCCCC1	0	21	-1	-2	-1	-3	14
COc1ccc(-c2ccc3c(c2)[C@@H]2[C@@H](CCN2C(=O)CN2CCOCC2)[C@H](CO)N3)cc1	0	7	-5	5	0	11	17
Fc1ccc(-c2ccc(C3[C@H]4CNC[C@@H]3N4Cc3ccccn3)cc2)cc1 (stereo not given in full)	-1	9	-3	x	0	-2	-30
CNC[C@@H]1OCCCC[C@@H](C)Oc2ccc(NC(=O)Nc3ccc(OC)cc3)cc2C(=O)N([C@H](C)CO)C[C@H]1C	x	-7	x	x	x	-6	-28
COc1ccc(CCN2CC(C(=O)NCCN3CCNC3=O)CCC2=O)cc1 (stereo not given)	-3	x	-10	-3	-1	-12	4
CCC(=O)N1CC(=O)N2[C@H](C1)[C@@H](c1ccc(C#CC3CCCC3)cc1)[C@@H]2CO	3	-15	5	x	0	3	25
CCOc1ccc(S(=O)(=O)NCCC(=O)N(CC)CC(=O)Nc2c(F)cccc2F)cc1	-204	0	2	-1	-1	2	3
COc1cccc(NC(=O)N(CCCN2CCOCC2)C(C)c2cc3ccccc3o2)c1 (stereo not given)	-5	1	-3	-5	-2	-6	x
O=C(c1cccs1)N1CCN(c2ccc([N+](=O)[O-])cc2F)CC1	-1	-5	2	5	-5	-15	4
CN(C)C(=O)c1cccc(-c2ccc([C@@H]3[C@@H](CO)N4C(=O)CN(C(=O)C5CCCCC5)C[C@H]34)cc2)c1	4	-4	39*	x	-4	-5	11
O=C(Nc1ccccc1)N[C@H]1CC[C@@H](CCNS(=O)(=O)c2ccccc2F)O[C@H]1CO	-1	0	0	-5	-2	-22	0
COc1ccc(NCc2cccnc2)cc1	-1	-6	1	1	-3	-8	60
Cc1nc(SCC(N)=O)[nH]c(=O)c1CCC(C)C	0	x	x	1	2	10	x
CC(OC(=O)c1ccc2ncsc2c1)C(=O)Nc1cccc(Cl)c1 (stereo not given)	-1	-11	-10	-3	-1	-6	-14
COc1cccc(CNC(=O)[C@H]2CCCN2C(=O)[C@H]2CCCN2C(=O)c2ccc(C)c(C)c2)c1	2	-10	16	x	x	1	7
O=C(C[C@H]1CC[C@H]2[C@@H](COC[C@H](O)CN2Cc2ccccc2)O1)N[C@@H]1CCN(Cc2ccccc2)C1	1	-8	2	29	-2	29	6
CCOC(=O)C1(C)CCCN(C(=O)c2cccs2)C1 (stereo not given)	-2	-12	-2	x	1	25	0
O=C(CSCc1ccc(Cl)cc1)NN=C1CCCCCC1	x	x	x	3	x	16	5
CCOC(=O)CCn1nc(-c2ccc(C)cc2)c2ccccc2c1=O	0	-16	1	5	-3	5	-18
C[C@H]1CN([C@@H](C)CO)C(=O)c2cccc(NC(=O)Nc3ccc(F)cc3)c2O[C@@H]1CN(C)Cc1ccccc1	0	5	0	0	3	-4	22
CC(C)(O)C#Cc1ccc([C@H]2[C@H]3CN(C(=O)c4ccncc4)CCCCN3[C@H]2CO)cc1	1	-20	x	-4	3	-11	15
CO[C@@H]1CN(C)C(=O)c2cc(NS(C)(=O)=O)ccc2OC[C@H](C)N(C(=O)CN(C)C)C[C@H]1C	0	1	7	-3	-4	4	x
CC(=O)Nc1ccc(N/C=C(\C#N)S(=O)(=O)c2ccc(Cl)cc2)cc1	2	12	-1	-3	0	10	-8
CCN(Cc1nc(-c2cccc(C)c2)no1)C(=O)c1ccc2c(c1)OCO2	3	-10	-4	-4	-1	-3	-13
Cc1ccc(C)c(OCc2cc(C(=O)N3CCN(C(=O)c4ccco4)CC3)no2)c1	2	-124	20	5	-1	-39	-216
COc1ccc2cc(Br)ccc2c1CC(=O)NC(C)C	-2	5	0	-2	-2	-8	-29
CC(=O)N1[C@H](CO)[C@@H]2c3ccccc3N(S(=O)(=O)c3cccc(C)c3)C[C@@H]21	3	-2	15	3	0	-16	-10
CCOC(=O)CCNC(=O)N1CCC(CCC(=O)NCc2ccc(F)cc2)CC1	-2	11	1	5	-12	-1	-1
CCOc1cccc(/C=N/N2C(C)CCCC2C)c1O (stereo not given)	1	-17	-1	4	-1	-9	8
O=C(Nc1c(-c2ccccc2)[nH][nH]c1=O)c1cccc(C(F)(F)F)c1	2	11	3	x	-2	10	8
COc1cccc(-c2c[nH]c(=O)[nH]c2=O)c1	2	-6	7	-10	2	-16	-2
CCOC(=O)c1sc(=S)n(-c2cccc(C(F)(F)F)c2)c1SC	-2	x	x	-17	-3	17	4
O=C(NCCN1CCCC1)C1CCN(S(=O)(=O)N2CCC3(CC2)OCCO3)CC1	-20	-2	-2	-3	-4	4	x
C[C@H]1CN([C@@H](C)CO)C(=O)CCCn2cc(nn2)CO[C@@H]1CN(C)CC1CCCC1	1	3	u	-6	1	-1	17
COc1ccc(NC(=O)CCn2c(=S)[nH]c3ccccc3c2=O)cc1	x	5	4	-10	-8	10	-13
Cc1cc(OCC(=O)N(C(C)C)C(C)C)ccc1Cl	-2	-2	-3	1	0	-1	3
COc1cc(C(=O)Nc2cccc(-n3cnnn3)c2)cc(Cl)c1OC	3	x	-3	-2	0	10	-10
O=C(CN(Cc1ccc(Cl)cc1)S(=O)(=O)c1ccccc1)NCC1CCCO1 (stereo not given)	2	-6	-9	-5	1	5	x
Cc1noc(C)c1COc1ccccc1C(=O)N(C)CC(=O)Nc1ccc(F)cc1	1	1	-9	6	-8	3	-7
Cc1ccc(S(=O)(=O)N(C)C[C@@H]2Oc3c(NC(=O)C4CCOCC4)cccc3C(=O)N([C@H](C)CO)C[C@@H]2C)cc1	0	-1	9	-4	-1	11	-6
COc1ccc(CCNCc2c(OC)ccc3ccccc23)cc1OC	-1	-2	-1	1	3	1	-1
C[C@H](CO)N1C[C@H](C)[C@H](CN(C)C(=O)c2ccncc2)OCCCC[C@H](C)Oc2ccc(NC(=O)CCCCCC(=O)Nc3ccccc3N)cc2C1=O	-1	3	13	0	-2	2	1
O=C1Nc2cc(C(=O)NCCCN3CCCC3)ccc2S/C1=C\c1ccccc1	-44	23	4	19	1	5	12
C=CCOc1ccc(CNc2ccc3[nH]c(=O)[nH]c3c2)cc1OCC	9	1	-2	6	6	7	-6
CCCN(Cc1ccccc1)C(=S)Nc1ccc(OC(F)F)cc1	x	x	x	0	x	-21	-14
O=C(OCc1ccc([N+](=O)[O-])cc1Cl)c1cnccn1	2	9	-2	0	-2	-9	-45
Cc1c(C(c2ccccc2O)c2c(C)n(C)n(-c3ccccc3)c2=O)c(=O)n(-c2ccccc2)n1C	-2	11	6	-5	0	-2	10
COc1cccc(S(=O)(=O)Nc2ccc3c(c2)[C@H]2C[C@@H](CC(=O)O)O[C@@H](CO)[C@H]2O3)c1	-1	x	-10	x	-3	-2	-9
Cc1cccc(C(=O)OCC(=O)N(C)C(c2ccccc2)c2ccccc2)c1[N+](=O)[O-]	-3	4	-6	7	-1	24	1
Cc1ccn(CCC(=O)NC2CCCc3c2cnn3-c2cccc(C)c2C)n1 (stereo not given)	1	x	6	5	5	3	12
CO[C@@H]1CN(C)C(=O)c2cc(NS(=O)(=O)c3cccc(F)c3)ccc2OC[C@@H](C)NC[C@H]1C	x	12	-1	14	-11	-10	-1
N#C/C(=C1/CCCCCN1)c1nnc2n1CCCCC2	4	15	5	-5	0	-4	x
Cc1cccc(OCC(=O)N(Cc2nnc(-c3ccccc3Cl)o2)C2CC2)c1	1	-7	6	0	0	-1	18
O=C(NCCCN1CCCC1)c1ccc2c(c1)N(Cc1ccc(F)cc1)C(=O)c1ccccc1S2=O (stereo not given)	-14	3	-1	0	-4	5	1

Reformatted with each value named: part of the list above
CCOC(=O)C1(C)CCCN(C(=O)c2cccs2)C1 (stereo not given)
  CASP6 VEID inh: -2 | EWS-Fli inh: -12 | DENV2 CPE rescue: -2 | ARNT TACC3 PPI: x | SIRT5 block: 1 | LGR2 antag: 25 | PAX8 reporter: 0

O=C(CSCc1ccc(Cl)cc1)NN=C1CCCCCC1
  CASP6 VEID inh: x | EWS-Fli inh: x | DENV2 CPE rescue: x | ARNT TACC3 PPI: 3 | SIRT5 block: x | LGR2 antag: 16 | PAX8 reporter: 5

CCOC(=O)CCn1nc(-c2ccc(C)cc2)c2ccccc2c1=O
  CASP6 VEID inh: 0 | EWS-Fli inh: -16 | DENV2 CPE rescue: 1 | ARNT TACC3 PPI: 5 | SIRT5 block: -3 | LGR2 antag: 5 | PAX8 reporter: -18

(further entries)
SMILES	CASP6 VEID inh	EWS-Fli inh	DENV2 CPE rescue	ARNT TACC3 PPI	SIRT5 block	LGR2 antag	PAX8 reporter
O=C(CSc1nc(-c2ccc(F)cc2)cs1)Nc1ccccn1	-1	-25	x	-4	-7	-10	-11
COc1ccc(NC(=O)/C(C#N)=C/C=C/c2ccco2)cc1	2	11	-3	-2	-2	-29	43
C[C@H](CO)N1C[C@H](C)[C@H](CN(C)Cc2ccc(C(=O)O)cc2)Oc2ccc(NS(=O)(=O)c3ccccc3)cc2CC1=O	0	-24	-1	x	7	23	x
O=C(N/N=C\CCc1ccccc1)c1ccco1	x	x	x	-8	x	-2	-6
CCCC(C(=O)N1CCOCC1)N1C(=O)C2C3C=CC(C3)C2C1=O (stereo not given)	-3	7	-2	-26	0	0	x
c1ccc(NN(Cc2ccccn2)c2ccccc2)cc1	-1	0	u	x	-4	-31	38
O=C(Nc1ccccc1N1CCCCC1)C1CCN(S(=O)(=O)c2cccc(C(F)(F)F)c2)CC1	-2	7	-1	0	-2	4	34
CN(C)CCCNC(=O)C(=O)NCC(c1cccs1)S(=O)(=O)c1ccc(F)cc1 (stereo not given)	7	2	13	-1	4	-6	27
CN1C(=O)c2cc(NC(=O)Nc3ccc(Cl)cc3)ccc2OC[C@@H]2O[C@@H](CC(=O)O)CC[C@@H]21	-1	-17	-5	13	-4	17	0
CN(C)C(=O)C[C@H]1C[C@H]2c3cc(NC(=O)CC4CC4)ccc3O[C@H]2[C@@H](CO)O1	-2	-9	-1	-3	-2	-34	-8
C(=NOCc1ccccc1)c1ccccn1	1	-69	-4	x	-2	-115	-213
COc1ccccc1C#Cc1cnc2c(c1)C(=O)N([C@@H](C)CO)C[C@H](C)[C@H](CN(C)C(=O)CN(C)C)O2	-3	-8	-5	6	1	-10	x
Cc1ccnc(SCC(=O)c2ccc([N+](=O)[O-])cc2)n1	-3	-1	-4	0	-2	11	25
C=CCOc1nc2c(c(=O)n(C)c(=O)n2C)n1Cc1c(Cl)cccc1Cl	-2	x	x	7	-6	3	x
O=C(Nc1ccc2c(c1)OCCO2)c1ccoc1	1	-65	-1	-4	-4	-23	-88
CCOc1ccc(C(CC(=O)O)NC(=O)CCCOc2ccc(Cl)cc2C)cc1 (stereo not given)	0	5	-3	-2	0	x	0
CCc1nnc(NC(=O)c2ccc(S(=O)(=O)N3CCCC(C)C3)cc2)o1 (stereo not given)	-1	25	19	26	-17	5	6

Compounds as they come, and some 4.9% of all compounds hit somewhere here.
